IL-1B inflam inh – qHTS for Inhibitors of Inflammasome Signaling: IL-1-beta AlphaLISA Primary Screen. 4.7% of 360,000 active. activity change, % at 57.5 µM. THP-1 LPS/ATP IL-1B secretion, AlphaLISA, 16 h; hits give low values; in the data active = activity change below about -50%; inconclusive = mostly about -30% to -49%; also: % is scaled to controls: 0 for no effect and ±100 for the full control effect
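Secreted IL-1B measured by AlphaLISA bead assay after 16 h compound exposure of THP-1 cells; compounds (final up to 57.5 uM) added 1 h before LPS (250 ng/mL) and ATP (1.25 mM) stimulation; lower signal means less secretion.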
MCF10A rereplic – A quantitative high throughput screen for small molecules that induce DNA re-replication in MCF 10a normal breast cells. MCF 10A DNA re-replication, Hoechst nuclear intensity, 48 h. Potency, µM (doses to about 46.1 µM), for the others: top-dose activity, positive = re-replication, usual class: activators. 2.9% of 350,000 active; also: potency is read from the fitted curve at half-maximal effect; % of control where 0% means no effect; nearly all actives have a fitted effect of over 50% in size
HepG2 tox – qHTS for Inhibitors of TGF-b: Cytotox Counterscreen. HepG2 CAGA-GFP viability, ATP luminescence, 18 h. Potency, µM (series often up to 46.1 µM), for inactives: at the top dose activity change, negative = cytotoxicity, actives largely listed as cytotoxic. 0.76% of 410,000 active; also: potency is read from the fitted curve at half-maximal effect; some results filed as inactive show a strong effect at the top dose
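CellTiter-Glo luminescence gave cytotoxicity after 18 hours at 37 degrees C. The cells were HepG2 CAGA-GFP in 1% FBS DMEM, stimulated with 500 pg/mL TGF-beta after compound addition. %Activity was normalised to no-cell wells (complete cell-killing) and DMSO (no toxicity), and curves were fitted and classified.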
Nrf2 inh – Nrf2 qHTS screen for inhibitors; AID 504444, 2011; 2.1% of 360,000 active; Potency, µM (series often up to 46 µM), for inactives: at the highest dose activity change, negative = inhibition, actives largely listed as inhibitors; A549 ARE-Fluc reporter, luciferase luminescence, 18-24 h; also: potency is read from the fitted curve at half-maximal effect; % is scaled to controls: 0 for no effect and ±100 for the full control effect; nearly all actives have a fitted effect of over 60% in size
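Concentration-response testing used A549 ARE_Fluc cells at 5000 cells/well. Following an 18-24 h compound incubation, viability was read by fluorescence (Ex 405/Em 525) and luciferase output by luminescence.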
TGFb inhibitor – qHTS for Inhibitors of TGF-b; HepG2 CAGA-GFP TGF-b/SMAD3 reporter, GFP fluorescence, 18 h; TGF-beta stimulated, 500 pg/mL final; Potency, µM (top dose mostly 46.1 µM), inactives show at the highest dose activity, negative = inhibition, usual class: inhibitors; 1.2% of 410,000 active; AID 588855, 2011; also: potency is read from the fitted curve at half-maximal effect; % is scaled to controls: 0 for no effect and ±100 for the full control effect; nearly all actives have a fitted effect of over 65% in size
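Smad-responsive CAGA-GFP expression was quantified in HEPG2 cells exposed to compounds and 500 pg/mL final TGF-beta for 18 h at 37 degrees C; unstimulated wells defined full inhibition.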
ATXN2 expr inh – Primary qHTS for Inhibitors of ATXN expression; HEK-293 ATXN2-luciferase reporter, luminescence, 24 h; Potency, µM (titrated, usually from 57 µM), without a hit: top-dose activity change, negative = inhibition, most hits filed as inhibitors; 0.72% of 360,000 active; AID 1745845, 2022; also: potency is read from the fitted curve at half-maximal effect; % is scaled to controls: 0 for no effect and ±100 for the full control effect; nearly all actives have a fitted effect of over 55% in size
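qHTS (up to 57 uM final) was run with 24 h compound exposure of reporter cells at 37 °C. Each well was multiplexed: SteadyGlo luminescence measured ATXN2-luciferase expression after a fluorogenic Gly-Phe-AFC viability readout (25 uM final).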
A549 tox – Nrf2 qHTS screen for inhibitors: counterscreen for cytotoxicity; A549 ARE-Fluc cells, CellTiter-Fluor viability, 18-24 h; Potency, µM (doses to about 46 µM), inactives show top-dose activity change, negative = cytotoxicity, most hits filed as inhibitors; 0.16% of 390,000 active; also: potency is read from the fitted curve at half-maximal effect; % is scaled to controls: 0 for no effect and ±100 for the full control effect
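Cytotoxicity counterscreen: CellTiter-Fluor fluorescence was measured in A549 ARE_Fluc cells after 18-24 h of compound exposure in a concentration series. The subsequent BugLite luminescent read reports ARE-luciferase activity.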
ATXN viability – Viability Counterscreen for Primary qHTS for Inhibitors of ATXN expression; S2 cells (HEK-293 line with an ATXN2-luciferase reporter) viability, CellTiter-Fluor protease fluorescence, 24 h; Potency, µM (doses to about 56.7 µM), actives largely listed as cytotoxic; 0.49% of 400,000 active; AID 651635, 2014; also: potency is read from the fitted curve at half-maximal effect; nearly all actives have a fitted effect of over 40% in size
Nrf2 ARE act – qHTS of Nrf2 Activators; AREc32 ARE-luciferase reporter (MCF7-derived line), luminescence, 24 h; Potency, µM (series often up to 46.1 µM), inactives show at the top dose activation, hits mostly activators; 0.31% of 410,000 active; AID 624171, 2012; also: potency is read from the fitted curve at half-maximal effect; % of control where 0% means no effect; nearly all actives have a fitted effect of over 65% in size
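AREc32_Fluc, 1000 cells/well, OPTI-MEM + 5% FBS, o/n 37 deg C 5% CO2; 23 nL cpd by pin tool, 24 hr; Steady-Glo 30 min RT, luminescence.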
The depositor's hits bear a star; i = inactive; ? = inconclusive; . = no result given; [ ] = remark or other dose. Unless noted, calls follow the shape of the dose curve; as a rule, active = well fitted curve in the direction sought with a large enough effect; inconclusive = small, poorly fitted or top-dose-only effect, or another doubt; inactive = no such curve, though single readings can be large; an effect the other way counts as inactive or inconclusive.

Value order: IL-1B inflam inh	MCF10A rereplic	HepG2 tox	Nrf2 inh	TGFb inhibitor	ATXN2 expr inh	A549 tox	ATXN viability	Nrf2 ARE act
> CCCCCCCC(=O)C(C)C(=O)N(C)[C@H](Cc1ccc(OC)cc1)C(=O)N(C)[C@H](C(N)=O)C(C)C (stereo not given in full)
    -7	-33%[inhibitor]	-20%	-3%	?	-27%	-1%	?	4.7%
> Fc1ccc(NC(=S)Nc2cc(Cl)ccc2Cl)cc1
    18	-15%	-5%	5%	-5%	-4%	6%	i	-0.4%[9.22 µM]
> COc1ccc(-c2oc(=O)c3cc(OC)c(OC)cc3c2C#CCCO)cc1
    0	26%	-13%	-15%	-20%	-11%	?	i	10%
> CCOc1ccc(CN2CCN(C(=O)c3cccc(F)c3)CC2)cc1
    -60*	1%	-13%	?	-29%	-18%	-9%	i	-0.3%
> CC(=O)Nc1ccc2[nH]ccc2c1
    14	15%	-62%	2%	-4%	-1%	-1%	i	-1.1%
> Cc1ccc(S(=O)(=O)N(CC(O)Cn2c3ccccc3c3ccccc32)c2cccc(C(N)=O)c2)cc1 (stereo not given)
    .	.	11µM*	-11%	10µM*	?	-1%	?	-4.8%
> Cc1ccccc1S(=O)(=O)Cc1ccc(C(=O)NCc2ccccc2)o1
    6	-1%	-1%	-11%	-10%	6%	0%	i	-0.3%
> NS(=O)(=O)c1ccc(N2CCN(C(=O)c3ccco3)CC2)nc1
    7	4%	-6%	13%	11%	.	0%	i	-0.8%
> COc1ccc(NC(=S)Nc2ccc(F)cc2)c(OC)c1
    -22	1%	-6%	?	-14%	8%	-5%	i	0.3%
> COc1ccc(C(=O)C2CCCN(Cc3c(F)ccc(F)c3F)C2)c(OC)c1 (stereo not given)
    -66*	3%	-21%	?	-1%	-17%	1%	i	-0.6%
> CCS(=O)(=O)N1CCN(c2ccc(Cl)cc2[N+](=O)[O-])CC1
    -2	-7%	10%	?	0%	3%	-3%	i	0.4%[9.22 µM]
> COc1ccc(CCNC(=O)/C=C/C(=O)O)cc1
    -5	-14%	-24%	17%	2%	22%	5%	i	6.1%
> O=c1[nH]c(C2CCN(S(=O)(=O)c3ccc(S(=O)(=O)NC4CC4)cc3)CC2)nc2c1nnn2Cc1cccc(F)c1
    ?	12%	9%	11%	?	-4%	1%	i	6.1%
> CCCCCn1c(SCc2cccc(C)c2)nc2c1c(=O)[nH]c(=O)n2C
    -7	-7%	-19%	?	-5%	-27%	-3%	i	0.1%
> Cc1[nH]c(C)c(S(=O)(=O)Nc2ccccc2)c1C(=O)N1CCCC1
    4	0%	12%	-11%	18%	-3%	-9%	i	-0.3%
> Cc1ccc(OC(=O)c2cc(=O)c3ccccc3o2)cc1
    3	20%	34%	-16%	0%	-2%	-1%	i	0.4%
> COc1ccc(NC(=O)NCCCCc2ccccc2)c(OC)c1
    6	-14%	-1%	16%	-4%	7%	1%	i	-0.8%
> CCNC(=S)NNC(=O)c1ccccc1Cl
    -3	?	13%	1%	10%	-2%	1%	i	0.0%
> COc1ccc(NC(=O)c2cccnc2NCCc2ccccc2)cc1
    -3	7%	-31%	-18%	0%	13%	5%	i	-0.2%
> COc1ccc(-c2cc3nc(CCl)[nH]c(=O)c3s2)cc1
    -6	?	22µM*	?	?	13µM*	-1%	i	12%

Carrying on:
Value order: IL-1B inflam inh	MCF10A rereplic	HepG2 tox	Nrf2 inh	TGFb inhibitor	ATXN2 expr inh	A549 tox	ATXN viability	Nrf2 ARE act
> O=C(Cn1nc(-c2ccc(Cl)cc2)c2ccccc2c1=O)Nc1cccnc1
    -10	1%	1%	-12%	-3%	42%[activator]	-2%	i	0.8%
> C=CCNC(=O)/C(=C\c1ccc(Br)cc1)NC(=O)c1ccccc1OC
    -5	-8%	18%	12%	-9%	-30%[11.3 µM]	0%	i	-0.7%
> CC12CCC(=O)C=C1CCCC2=O (stereo not given)
    -26	-22%	-1%	1%	34%[activator]	8%	10%	i	1.9%
> CC1CCN(C(=O)COC(=O)c2ccccc2NCCO)CC1
    4	.	-2%	.	0%	.	.	i	3.0%
> O=C(O)c1cc2c(cc1NC(=O)c1ccccc1OC(F)F)OCCCO2
    3	-27%	4%	-20%	11%	-6%	3%	i	-0.3%
> Cc1nc(-c2ccc(Cl)cc2)sc1C1(C)CC(c2ccc(Br)cc2)=NO1 (stereo not given)
    -9	6%	-6%	16%	-7%	8%	12%	i	0.2%
> CCc1ccc(NC(=O)CC2C(=O)N(c3ccc(Cl)cc3)C(=O)N2C2CCCC2)cc1 (stereo not given)
    .	.	-39%	?	?	.	?	.	0.7%
> O=C(Nc1c(C(=O)Nc2ccccc2F)oc2ccccc12)c1cc2ccccc2o1
    .	.	1%	?	26%	27%	0%	i	-0.1%
> COC(=O)c1ccccc1S(=O)(=O)C(C)(C)C
    -3	5%	1%	-8%	9%	-8%	-1%	i	-0.2%
> Cc1ccc(Cc2cnc(NC(=O)C3CCCO3)s2)cc1 (stereo not given)
    -3	7%	0%	.	-21%	74%[activator]	-2%	i	0.2%
> COc1ccc(NC2CCCN(C(=O)CCc3cccc(F)c3)C2)cc1 (stereo not given)
    i	-2%	-9%	-11%	0%	4%	-5%	i	0.1%
> Cc1cccn2cc(CCNC(=O)c3ccc(Br)o3)nc12
    18	-19%	-20%	-10%	6%	1%	-2%	i	7.6%
> COc1ccccc1CCC(=O)OCC(=O)Nc1ccc(C)c(S(=O)(=O)N2CCCCC2)c1
    0	0%	7%	-10%	-11%	0%	0%	i	-0.6%
> O=C(CN1CCCCCC1)Nc1ccccc1C(=O)Nc1ccccc1
    -9	8%	-27%	1%	-5%	-5%	7%	i	0.4%
> CCc1cccc(N(C(=O)c2csnn2)C(C(=O)NC(C)(C)CC)c2ccccn2)c1 (stereo not given)
    -4	3%	-5%	1%	-39%	.	?	i	0.0%
> COC1(OC)N=C(N)C2(C#N)C(c3cccc(Oc4ccccc4)c3)C12C#N (stereo not given)
    -6	-3%	3%	-1%	-9%	-17%	-9%	i	-0.2%
> CCCCOC(=O)c1ccc(NC(=O)c2c(N)n(C)c(=O)[nH]c2=O)cc1
    61	-1%	-28%	-6%	3%	3%	8%	i	-0.7%
> CCN(CC)C(=O)C(=O)N/N=C/c1ccc(C(=O)O)cc1
    16	-8%	3%	12%	7%	2%	-5%	i	0.4%
> COCCN1C(=O)C(=O)/C(=C(/O)c2ccc(S(=O)(=O)N3CCOCC3)cc2)C1c1cccc([N+](=O)[O-])c1 (stereo not given)
    -11	0%	15%	2%	2%	6%	-3%	i	-1.6%
> Cc1ccccc1C(=O)NC(=O)Nc1ccc(-n2nc(C(F)(F)F)cc2C(F)(F)F)cc1
    .	.	-7%	0%	4%	4%	-1%	i	-0.3%

Continued.
Value order: IL-1B inflam inh	MCF10A rereplic	HepG2 tox	Nrf2 inh	TGFb inhibitor	ATXN2 expr inh	A549 tox	ATXN viability	Nrf2 ARE act
> Cc1cc(/C=N/NC(N)=S)c(O)c(/C=N/NC(N)=S)c1
    16	-25%	-16%	2%	50%[activator]	-6%	2%	?	-0.2%
> O=C(COc1ccc(Cl)cc1)NCCSc1ccccc1
    0	6%	3%	25%	2%	18%	0%	i	2.3%
> COc1ccc(/C=C(\NC(=O)c2ccccc2)C(=O)NCC2CCCO2)cc1 (stereo not given)
    -2	-1%	-1%	1%	2%	-16%	2%	i	0.1%
> CCCn1c(-c2cccs2)nc2nc3ccccc3nc21
    12	580%[0.0737 µM]	4%	19%	-11%	24%	-4%	i	4.5µM*
> O=C(CN(c1ccccc1F)S(=O)(=O)c1ccccc1)NC1CCCCCC1
    3	-1%	5%	-7%	20%	3%	-8%	i	-0.3%
> COc1ccc(S(=O)(=O)N2CCN(C)CC2c2ccccc2)cc1OC (stereo not given)
    -1	1%	-1%	0%	9%	4%	0%	i	-1.0%
> COC(=O)c1ccc(NC(=O)CSc2n[nH]c(-c3ccncc3)n2)cc1
    0	0%	16%	.	20%	13%	-2%	i	-0.5%
> CCCNC(=O)Nc1ccccc1SC
    10	-4%	-4%	5%	-1%	.	10%	i	-0.2%
> COc1ccccc1CNS(=O)(=O)c1c(C)[nH]c(C)c1C(=O)N1CCCCC1
    -1	-4%	-6%	-9%	-1%	2%	-4%	i	-0.5%
> COc1cccc(NC(=O)CN(C)C(=O)C2CCN(C(=O)c3ccccc3C)CC2)c1
    10	1%	5%	3%	9%	-10%	-1%	i	-0.6%
> COc1cc(C2C(C(=O)c3ccco3)=C(O)C(=O)N2CC2CCCO2)ccc1O (stereo not given)
    -9	?	8%	8%	-1%	12%	-9%	?	-0.4%
> O=C1c2ccccc2-c2cccc(C(=O)N3CCCCC3)c21
    -19	2%	1%	-15%	7%	8%	-2%	i	2.3%
> CN(C)c1ccc(/C=N/n2ncc3ccccc32)cc1
    -15	?	-65%	?	-1%	10%	-2%	i	-0.4%
